Compound activity deposited in PubChem by National Center for Advancing Translational Sciences (NCATS).
PNC inhibitor: blocks assembly of the perinucleolar compartment; PC3M PTB-GFP, PNC prevalence imaging, 16 h; hits give low values; AID 2417; activity change (PNC), negative = inhibition, % at 10 µM; 140,000 tested, 3.1% active;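 active means readout at or below -70, meaning at least 70% loss of cells showing the perinucleolar compartment, a nuclear body marking cancer cells; inconclusive means readout between -30 and a set limit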;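 further: plate controls were DMSO wells for no effect and camptothecin positive control wells for full effect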
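Compounds are pinned in duplicate onto adhered PC3M cells stably expressing GFP-tagged PTB and incubated 16 h at 37 C. Cells are then fixed, nuclei stained with Hoechst, and PNC-positive cells counted.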
IMPase inh: IMPase inhibition in cells; P97697; inhibition (IP1 accumulation), % at 46.1 µM; 120,000 tested, under 10 active; CHO-M1 cells, IP1 accumulation, HTRF TR-FRET ratio; active means well fitted curve in the direction sought with a large enough effect in the signal ratio, not every such curve was filed as active; inconclusive means small, poorly fitted or top-dose-only effect, or a change in a side signal; inactive means no such curve, though single readings can be large or run the other way; the % refers to the signal ratio;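 further: cells stimulated with carbachol in lithium chloride buffer; plate controls were DMSO basal wells for no effect and reference inhibitor wells for full effect; higher means more IMPase inhibition seen as more IP1 and lower FRET ratio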
Target sequence (P97697 whole entry, looked up): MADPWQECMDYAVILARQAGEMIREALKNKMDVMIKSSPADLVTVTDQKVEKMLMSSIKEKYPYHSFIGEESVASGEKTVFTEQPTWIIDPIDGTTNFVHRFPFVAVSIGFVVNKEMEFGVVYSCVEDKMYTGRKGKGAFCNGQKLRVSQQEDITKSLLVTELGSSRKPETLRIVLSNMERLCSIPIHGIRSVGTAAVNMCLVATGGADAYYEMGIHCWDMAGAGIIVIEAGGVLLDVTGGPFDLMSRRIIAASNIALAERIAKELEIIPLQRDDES
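CHO-M1 cells (CHO stably expressing M1 receptor), compound up to 46 uM final, stimulated with carbachol (50 uM as added) in buffer with 50mM LiCl, pH 7.4, 30 min at 37C. Cytosolic IP1 read by TR-FRET; AC50 from Hill fits.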
ALOX12 inhib: 12-hLO (ALOX12) enzyme inhibition; purified 12-hLO, xylenol orange hydroperoxide absorbance; 150,000 tested, 0.12% active; P18054; Potency, µM (series often up to 57.1 µM), inactives show at the top dose activity change, negative = inhibition, hits mostly inhibitors; further: potency means the concentration at half of the fitted maximal effect; nearly all actives have a fitted effect of over 55% in size; many of its hits are not listed in these tables
Target sequence (P18054 whole entry, looked up): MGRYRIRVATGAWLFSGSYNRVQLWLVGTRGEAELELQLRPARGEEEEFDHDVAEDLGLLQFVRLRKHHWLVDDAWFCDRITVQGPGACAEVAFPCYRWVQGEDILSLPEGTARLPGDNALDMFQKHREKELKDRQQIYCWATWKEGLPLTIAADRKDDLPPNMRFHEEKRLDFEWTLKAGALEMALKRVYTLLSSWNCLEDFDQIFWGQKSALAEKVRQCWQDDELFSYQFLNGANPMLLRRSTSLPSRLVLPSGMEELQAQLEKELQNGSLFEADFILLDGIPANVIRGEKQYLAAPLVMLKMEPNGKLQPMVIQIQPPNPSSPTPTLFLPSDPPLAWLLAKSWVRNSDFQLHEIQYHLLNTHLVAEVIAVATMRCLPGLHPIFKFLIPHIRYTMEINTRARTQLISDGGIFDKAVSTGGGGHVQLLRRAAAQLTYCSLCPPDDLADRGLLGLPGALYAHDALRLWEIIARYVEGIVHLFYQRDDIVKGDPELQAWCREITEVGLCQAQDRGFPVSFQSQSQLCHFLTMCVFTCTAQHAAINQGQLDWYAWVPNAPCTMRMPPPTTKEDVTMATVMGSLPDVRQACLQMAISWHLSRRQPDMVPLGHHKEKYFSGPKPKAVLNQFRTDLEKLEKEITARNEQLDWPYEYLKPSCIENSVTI
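Purified human 12hLO (150 nM), preincubated 15 min with compound, then 40 uM arachidonic acid for 30 min, room temperature, Hepes pH 7.0 with 0.01% Triton X-100. Hydroperoxide detected by ferrous iron/xylenol orange; 573/405 nm absorbance ratio gives reaction progress.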
ALOX15B inhib: inhibitors of human 15-lipoxygenase 2 (ALOX15B) | O15296 | purified 15hLO-2, xylenol orange hydroperoxide absorbance | Potency, µM (series often up to 57.1 µM), for inactives: at the top dose activity change, negative = inhibition, actives largely listed as inhibitors | 110,000 tested, 0.56% active; further: potency means the concentration at half of the fitted maximal effect; nearly all actives have a fitted effect of over 60% in size; many of its hits are not listed in these tables
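Screening format was qHTS against 50 nM purified 15hLO-2 in Hepes pH 7.5 with detergent. Activity follows hydroperoxide formation from 45 uM arachidonic acid, measured as 573:405 nm absorbance ratio of the ferric-xylenol orange complex.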
An asterisk follows results filed as active; u = inconclusive; x = not tested or not shown; [ ] = dose if it differs, or a comment. Unless noted, the call rests on the fitted dose curve; in most records, active means well fitted curve in the direction sought with a large enough effect; inconclusive means small, poorly fitted or top-dose-only effect, or another doubt; inactive means no such curve, though single readings can be large; an effect the other way counts as inactive or inconclusive. Unless noted, on the % scale 0 is the no-effect control and ±100 the full control effect.

No.	PNC inhibitor	IMPase inh	ALOX12 inhib	ALOX15B inhib	SMILES
1	-19	1	-5%	10%	O=C(c1ccccc1)N1CCn2c(nc3ccccc32)C1
2	8	-4	2%	-12%	CCOc1ccc(-n2c(SCC(=O)Nc3ccc(OC)cc3OC)nc3c(c2=O)SCC3)cc1
3	11	0[0.369 µM]	-4%	x	Cc1ccc(-c2nnn(CC(=O)N(Cc3ccco3)C(C(=O)NC(C)(C)C)c3cccs3)n2)o1 (stereo unspecified)
4	x	x	-7%[0.00818 µM]	-8%[0.0915 µM]	C[C@@H]1C(c2ccc(F)cc2)=NN(c2ccccc2)[C@H]1C(=O)N1CCOC1=O
5	34	8	-6%	15%	Cn1c(CNc2nc(-c3ccccc3)cs2)nnc1SCC(=O)N1CCc2ccccc21
6	u	2	0%	-2%	CCCn1c(SCC(=O)Nc2ccccc2C(=O)OC)nc2c1c(=O)n(C)c(=O)n2C
7	x	x	1%	-1%	CC(=O)OC[C@@]1(O)C[C@]23CCC4c5ccoc5CC[C@@]4(C)C2CCC1C3 (stereo partly specified)
8	u	16	1%	2%	O=C(COc1ccccc1-c1ccccc1)Nc1ccc(S(=O)(=O)NCc2ccco2)cc1
9	-5	4	2%	19%	CCOC(=O)Nc1cc(C)c(Cl)cc1OC
10	10	7	6%	1%	CCCCCC(=O)OC(CN1CCCCC1)CN1CCCC1=O (stereo unspecified)
11	7	x	-1%	x	CC1=CCC2C(=O)N(c3ccccc3OC(=O)c3ccccc3F)C(=O)C2C1 (stereo unspecified)
12	u	5	2%	50%[activator]	CN(C)Cc1c(O)ccc2oc(Cc3ccccc3)cc12
13	22	x	-3%	x	Cc1cc(/C=N\NC(=O)CC(=O)NC2CCCCC2)c(C)n1-c1cccc(Cl)c1Cl
14	2	10	0%	8%	O=C(CN1CCCC1)Nc1ccccc1Cl
15	30	x	5%	x	O=C(c1cccc(S(=O)(=O)N2CCCC2)c1)N1CCN(c2ncccn2)CC1
16	u	x	-2%	x	Cc1cc(Cl)c(S(=O)(=O)N2CCN(c3ccccc3)CC2)cc1OCC(N)=O
17	u	9	-1%	x	COc1cccc(NC2=Nc3cccc4cccc2c34)c1
18	u	0	-10%	0%	CN(C)c1cccc(NC2=CC(=[N+]3CCOCC3)CC(C)(C)C2)c1
19	u	3	-2%	-1%	CC1(C)CC(=O)C=C(N=CC2=C(O)CC(C)(C)CC2=O)C1
20	u	x	-2%	x	CCN(CC)Cc1ccccc1Sc1ccccc1
21	-20	x	-3%	x	C=CCNC(=O)/C(C#N)=C/c1ccc(OS(=O)(=O)c2ccc(C)cc2)c(OC)c1
22	31	x	-1%	x	Cc1ccc(S(=O)(=O)Nc2ccncc2)c(C)c1N(C)S(=O)(=O)c1ccc(Cl)cc1
23	14	x	-1%	x	C=CCNC(=O)/C(C#N)=C/c1ccccc1[N+](=O)[O-]
24	47	4	0%	3%	O=C(CN1C(=O)c2ccccc2C1=O)OC(C(=O)c1ccc(Cl)cc1)c1ccccc1 (stereo unspecified)
25	-15	x	u	x	Cc1ccc(C(=O)NC(=S)NCC2CCCO2)cc1Br (stereo unspecified)
26	u	4	-5%	1%	CCCCCC(=O)Nc1cccc(-c2nc3ncccc3o2)c1
27	-28	8	4%	-10%	CCCc1nc2scc(-c3ccc(C)cc3)c2c(=O)n1N
28	-2	7	-1%	1%	CCOc1ccc(OCC)c(NC(=O)C2CCCN(c3ncccn3)C2)c1 (stereo unspecified)
29	-4	8	0%	-2%	COc1ccc2[nH]cc(CCN3C(=O)CCC3=O)c2c1
30	u	-3	1%	29%	Cc1cc(Nc2ncc(Cl)cc2Cl)n[nH]1

A second format for some results above.
27	CCCc1nc2scc(-c3ccc(C)cc3)c2c(=O)n1N
3	Cc1ccc(-c2nnn(CC(=O)N(Cc3ccco3)C(C(=O)NC(C)(C)C)c3cccs3)n2)o1 (stereo unspecified)
12	CN(C)Cc1c(O)ccc2oc(Cc3ccccc3)cc12
entry no.,27,3,12
PNC inhibitor,-28,11,u
IMPase inh,8,0[0.369 µM],5
ALOX12 inhib,4%,-4%,2%
ALOX15B inhib,-10%,x,50%[activator]

The listing picks up, starting 2 compounds before the break.
No.	PNC inhibitor	IMPase inh	ALOX12 inhib	ALOX15B inhib	SMILES
29	-4	8	0%	-2%	COc1ccc2[nH]cc(CCN3C(=O)CCC3=O)c2c1
30	u	-3	1%	29%	Cc1cc(Nc2ncc(Cl)cc2Cl)n[nH]1
31	-26	2	18%	13%	COc1cccc(C2CC(c3cccc(Br)c3)n3nc(N)nc3N2)c1 (stereo unspecified)
32	-19	3	2%	-12%	CCC1=NC(c2ccccc2Cl)N(O)C1(C)C (stereo unspecified)
33	-5	x	1%	x	Cc1noc(C)c1COc1ccc(C(=O)OC(C)C(=O)Nc2ccc(S(=O)(=O)N3CCOCC3)cc2)cc1 (stereo unspecified)
34	u	13	-1%	-5%	Cc1cc(C)nc(NC(=O)c2c(-c3ccccc3Cl)noc2C)n1
35	x	22[20.6 µM]	4%[25.6 µM]	16%[25.6 µM]	CCN(CC)CC#CCOC(=O)[C@@](O)(c1ccccc1)C1CCCCC1
36	u	-2	-16%	-15%	O=C1c2ccsc2SCCN1Cc1ccc(Cl)cc1Cl
37	21	7	6%	-6%	O=C(COC(=O)c1cc([N+](=O)[O-])ccc1NCc1ccccc1)NC1CCCc2ccccc21 (stereo unspecified)
38	u	-3	-5%	16%	COc1ccccc1OCC(=O)NNC(=S)NC(=O)c1ccco1
39	37	x	1%	x	CC(=O)c1ccc(NC(=O)c2ccc(COc3ccccc3[N+](=O)[O-])o2)cc1
40	-6	1	-6%	-4%	O=C(Nc1nnc(-c2cccs2)o1)c1ccco1
41	-99*	x	-3%	x	COC(=O)c1cc(C(=O)OC)cc(N2C(=O)CC(NNC(=O)c3ccccc3Cl)C2=O)c1 (stereo unspecified)
42	u	1	-4%	39%[activator]	CCc1ccc2[nH]c(=O)c(C(c3nnnn3CCOC)N3CCN(c4ccccc4F)CC3)cc2c1 (stereo unspecified)
43	u	0	-3%	-12%	O=C(CCC(=O)Nc1nnc(C2CCCCC2)s1)NCc1cccs1
44	-19	13	0%	-11%	O=C(CN(Cc1ccc2c(c1)OCO2)C(=O)c1cnsn1)NC1CCCC1
45	-11	x	3%	x	CC(C)c1cc(C(=O)N/N=C/c2ccco2)n[nH]1
46	u	3	-2%	-3%	COc1ccc2oc(C(F)(F)C(F)(F)F)cc(=O)c2c1
47	-7	x	2%	x	COc1ccc(OC)c(NC(=O)COC(=O)CCCN2C(=O)c3ccccc3C2=O)c1
48	15	1	2%	-8%	CC(C)C(=O)Nc1cccc(C(=O)Nc2nnc(C(C)(C)C)s2)c1
49	-12	2	3%	0%	O=[N+]([O-])c1ccc(N2CCCCC2)c(Cl)c1N1CCCCC1
50	u	x	1%	x	CCCNC(=O)COC(=O)c1ccccc1C(=O)N(C)C1CCCCC1
51	0	-10	1%	-6%	COc1ccc(N=Cc2c[nH][nH]c2=O)cc1
52	19	16	7%	4%	COCCn1nnnc1C(c1ccc(OC)cc1OC)N1CCN(c2ccccc2)CC1 (stereo unspecified)
53	u	-3	1%	x	C=CCNC(=O)c1cc2c(=O)n3cc(C)ccc3nc2nc1NCC1CCCO1 (stereo unspecified)
54	4	-8	3%	2%	COc1ccc(CC(NC(C)=O)C(=O)NC2CCN(c3nc(C)cc(C)c3C#N)CC2)c(OC)c1 (stereo unspecified)
55	-100*	-5	0%	x	COC(=O)c1cc(NC(=O)c2cc(C)oc2C)cc(C(=O)OC)c1
56	u	x	1%	x	O=C(NCCCN1CCN(CCCNC(=O)c2cccc(Cl)c2)CC1)c1cccc(Cl)c1
57	u	4	-2%	3%	Cc1cc(C)nc(SCC(=O)c2ccc3c(c2)OCCO3)n1
58	-4	2	-6%	0%	CC(C)c1ccccc1OCC(=O)NCC(c1cccs1)N1CCOCC1 (stereo unspecified)
59	21	1	-4%	-2%	COc1ccccc1CNC(=O)C(CCSC)NS(=O)(=O)c1ccc2c(c1)oc(=O)n2C (stereo unspecified)
60	u	-5	-4%	x	CCNC(=O)/C(C#N)=C/c1c(N2CCN(Cc3ccc4c(c3)OCO4)CC2)nc2c(C)cccn2c1=O

With a hit mark in PNC inhibitor, of those listed so far:
No.	PNC inhibitor	IMPase inh	ALOX12 inhib	ALOX15B inhib	SMILES
41	-99*	x	-3%	x	COC(=O)c1cc(C(=O)OC)cc(N2C(=O)CC(NNC(=O)c3ccccc3Cl)C2=O)c1 (stereo unspecified)
55	-100*	-5	0%	x	COC(=O)c1cc(NC(=O)c2cc(C)oc2C)cc(C(=O)OC)c1

New compounds follow
No.	PNC inhibitor	IMPase inh	ALOX12 inhib	ALOX15B inhib	SMILES
61	u	-8	5%	-15%	CC1(C)CC(=O)C=C(Nc2ccccc2F)C1
62	-10	-11	-1%	-7%	CC1(C)CC(CC(=O)O)(c2ccccc2)CCO1 (stereo unspecified)
63	u	x	-1%	x	Clc1ccccc1COc1ccc(/C=N/n2cnnc2)cc1
64	35	3	-1%	-9%	COc1cccc(NC(=O)Cn2c(=O)oc3ccccc32)c1
65	31	3	0%	-1%	COc1ccc(/C(C)=N/NC(=O)c2ccc(N(C)C)cc2)cc1
66	4	x	-7%	x	O=C(CSc1ccsc1[N+](=O)[O-])N1CCN(c2ccccc2)CC1
67	-5	-1	0%	-6%	O=C(CCCCCNS(=O)(=O)c1ccc(Br)cc1)NCCN1CCOCC1
68	6	1	0%	19%	CCC(=O)N/C(N)=N/c1nc(C)c2cc(OC)ccc2n1
69	64	-3	-4%	x	NC(=O)c1ccc[n+](Cc2ccccc2)c1
70	-2	8	-11%	-8%	Cc1ccccc1OC1C(=O)N(Cc2ccc3c(c2)OCO3)C1c1sccc1C (stereo unspecified)
71	-108*	10	-8%	-10%	Cc1cc(C)nc(SCC(=O)N/N=C/c2cccn2-c2cccc(C(F)(F)F)c2)n1
72	45	-18	u	5%	Cc1ccc(S(=O)(=O)Nc2ccc(Br)cc2/C=N/n2cnnc2)cc1

6 compounds already listed, ordered by the number in IMPase inh, ascending.
No.	SMILES	IMPase inh
61	CC1(C)CC(=O)C=C(Nc2ccccc2F)C1	-8
60	CCNC(=O)/C(C#N)=C/c1c(N2CCN(Cc3ccc4c(c3)OCO4)CC2)nc2c(C)cccn2c1=O	-5
2	CCOc1ccc(-n2c(SCC(=O)Nc3ccc(OC)cc3OC)nc3c(c2=O)SCC3)cc1	-4
53	C=CCNC(=O)c1cc2c(=O)n3cc(C)ccc3nc2nc1NCC1CCCO1 (stereo unspecified)	-3
67	O=C(CCCCCNS(=O)(=O)c1ccc(Br)cc1)NCCN1CCOCC1	-1
71	Cc1cc(C)nc(SCC(=O)N/N=C/c2cccn2-c2cccc(C(F)(F)F)c2)n1	10
